From PubChem BioAssay
APOBEC3A inh: human APOBEC3A DNA deaminase inhibition. inhibition, % at 20 µM. recombinant A3A, FAM/TAMRA ssDNA deamination fluorescence. AID 493011. P31941. actives 0.41% (n = 330,000);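 active = at least 40% inhibition at 20 µM here, with at most 30% in a related deaminase screen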;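 also: plate controls were A3A with DMSO for no effect and wells lacking A3A enzyme for full effect; some results filed as inactive read as strong as hits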
Target sequence (P31941 whole entry, looked up): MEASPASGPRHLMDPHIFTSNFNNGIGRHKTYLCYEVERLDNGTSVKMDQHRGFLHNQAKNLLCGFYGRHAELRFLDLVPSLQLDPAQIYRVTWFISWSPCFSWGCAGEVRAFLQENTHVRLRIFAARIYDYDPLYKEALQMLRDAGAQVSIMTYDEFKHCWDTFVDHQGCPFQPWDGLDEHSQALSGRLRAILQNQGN
MPTP block: inhibitors of mitochondrial permeability transition pore; isolated mouse mitochondria, Ca2+ swelling absorbance, 30 min; inhibition, % at 10 µM; actives 1.4% (n = 360,000); AID 602449;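 active = inhibition of 50% or more, scaled per plate between neutral and stimulator controls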;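 also: 0% = DMSO wells given calcium and 100% = 1 mM EGTA wells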
ATG4B inhibitor: blocks human ATG4B protease cleavage of LC3 substrate. inhibition, % at 8.33 µM. actives 0.51% (n = 340,000). AID 504462. ATG4B cleavage of LC3-PLA2, NBD-HPC fluorescence, 1 h. Q9Y4P1; in the data active = inhibition above about 40%
Target sequence (Q9Y4P1 whole entry, looked up): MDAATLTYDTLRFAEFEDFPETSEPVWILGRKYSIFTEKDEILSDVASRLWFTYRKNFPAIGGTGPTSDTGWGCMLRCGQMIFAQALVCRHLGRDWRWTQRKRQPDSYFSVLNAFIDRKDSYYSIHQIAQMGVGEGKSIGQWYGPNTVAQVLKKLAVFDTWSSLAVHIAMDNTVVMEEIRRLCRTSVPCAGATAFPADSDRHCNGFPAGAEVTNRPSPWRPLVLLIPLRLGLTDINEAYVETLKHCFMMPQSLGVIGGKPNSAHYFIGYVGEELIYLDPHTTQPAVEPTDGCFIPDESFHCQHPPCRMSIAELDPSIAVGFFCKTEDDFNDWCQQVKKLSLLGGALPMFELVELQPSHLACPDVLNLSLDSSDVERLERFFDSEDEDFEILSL
mIAP inh: blocks mouse intestinal alkaline phosphatase. purified mouse IAP, CDP-Star luminescence, 30 min. inhibition, % at 10 µM. actives 0.2% (n = 330,000);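 active = inhibition of at least 40% at 10 µM in the primary screen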;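 also: plate controls were DMSO with enzyme for no effect and no enzyme wells for full effect; values of inactives mirror those of a sister screen read the other way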
hIAP act: human IAP activation | P09923 | purified human IAP, CDP-Star luminescence, 30 min; hits give high values; 1 = vehicle-only enzyme, 0 = enzyme-free background | activation factor at 10 µM | actives 0.16% (n = 330,000);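 active = activation factor of the enzyme at least 2-fold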; also: the source names both 10 and 20 µM as test concentration; values of inactives mirror those of a sister screen read the other way
mIAP activ: increases mouse intestinal alkaline phosphatase activity. muIAP, CDP-Star luminescence, 30 min; hits give high values; 1 = vehicle-only enzyme signal, 0 = enzyme-free wells. activation factor at 10 µM. actives 0.24% (n = 330,000);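 active = activation factor of at least 2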; also: the source names both 10 and 20 µM as test concentration; values of inactives mirror those of a sister screen read the other way
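Assay system: mouse IAP enzyme; reagent: chemiluminescent substrate CDP-Star; dosing: test compounds delivered from DMSO solution; schedule: 30 min at room temperature; measured by: luminescence from enzymatic CDP-Star hydrolysis; controls: DMSO-only wells and no-enzyme negative control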
A3G deaminase: inhibitors of human APOBEC3G DNA deaminase. actives 0.28% (n = 330,000). Q9HC16. inhibition, % at 20 µM. recombinant A3G, ssDNA deamination FAM/TAMRA fluorescence;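 active = inhibition of at least 40% at 20 µM, with no more than 30% in the related APOBEC3A deaminase screen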;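 also: plate controls were DMSO wells with A3G for no effect and wells lacking A3G enzyme for full effect; some compounds called inactive have numbers as strong as hits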
Target sequence (Q9HC16 whole entry, looked up): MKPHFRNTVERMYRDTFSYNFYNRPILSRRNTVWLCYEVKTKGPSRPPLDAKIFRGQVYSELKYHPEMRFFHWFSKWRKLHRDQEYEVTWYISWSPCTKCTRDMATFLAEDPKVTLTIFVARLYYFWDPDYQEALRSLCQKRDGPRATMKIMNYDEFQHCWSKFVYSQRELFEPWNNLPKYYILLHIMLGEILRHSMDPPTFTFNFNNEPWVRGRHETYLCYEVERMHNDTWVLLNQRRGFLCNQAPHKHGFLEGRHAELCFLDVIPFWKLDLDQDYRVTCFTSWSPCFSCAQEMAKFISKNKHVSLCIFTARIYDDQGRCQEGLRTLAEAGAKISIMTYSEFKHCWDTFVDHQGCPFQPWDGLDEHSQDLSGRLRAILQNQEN
MIN6 prolif: MIN6 beta-cell proliferation induction | MIN6 cells proliferation, ATPlite luminescence, 48 h; cells starved in 0.2% serum; 100% = growth in 10% serum | proliferation, % at 10 µM | actives 0.29% (n = 330,000);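 active = compounds whose signal lies at least 3.5 SD above the mean of all wells on their plate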;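 also: 0% = DMSO-treated cells in low-serum medium and 100% = 10% serum control; some compounds called inactive have numbers as strong as hits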
hIAP inh: human IAP inhibition; purified IAP, CDP-Star luminescence, 30 min; inhibition, % at 10 µM; actives 0.12% (n = 330,000);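 active = inhibition reaching a set limit with compound at 10 µM in the primary screen, cut at about 35% in these data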;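 also: plate controls were DMSO wells with enzyme for no effect and no-enzyme buffer wells for full effect; values of inactives mirror those of a sister screen read the other way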
The depositor's hits bear a star. Compounds as they come; 3.3% or so of the library scored in one or more.

SMILES | APOBEC3A inh | MPTP block | ATG4B inhibitor | mIAP inh | hIAP act | mIAP activ | A3G deaminase | MIN6 prolif | hIAP inh
O=C(CSc1ncn[nH]1)Nc1nc(-c2ccccc2)ns1 | -3 | -0.9 | 6 | 22 | 0.88 | 0.78 | -7 | 1 | 12
COc1ccc(NC(=O)N(Cc2cc3cc(C)ccc3[nH]c2=O)CC2CCCO2)cc1 (centres undefined) | -2 | 0.6 | -6 | 1 | 0.95 | 0.99 | -1 | -1 | 5
CCC(=O)c1ccc(OCC(O)CN2CC(C)OC(C)C2)cc1 (centres undefined) | 0 | 6.2 | -3 | -10 | 1 | 1.1 | 4 | 1 | 0
COC(C[C@H](O)[C@H](C)[C@@H](O)COCc1ccccc1)OC | 4 | 0.7 | 5 | -6 | 1 | 1.1 | -4 | 4 | -1
CCn1ncc(C2=NOC(C(=O)Nc3cnn(C45CC6CC(CC(C6)C4)C5)c3)C2)c1C (centres undefined) | 3 | 4.4 | -4 | -5 | 1 | 1.1 | 1 | -4 | -1
CC1(NC(=O)NCc2ccccc2)CCS(=O)(=O)C1 (centres undefined) | 1 | 2.9 | -9 | 9 | 1.2 | 0.91 | -4 | 0 | -22
CCc1ccccc1NC(=O)c1nnn(CC(=O)Nc2cccc(C)c2)c1N | -3 | -4.4 | -4 | -16 | 1.1 | 1.2 | -7 | -1 | -7
O=C1NC(=S)N/C1=C/c1cc([N+](=O)[O-])ccc1N1CCOCC1 | -3 | -0.9 | -2 | 3 | 1.1 | 0.97 | -4 | -1 | -11
CCOC(=O)C1CCN(S(=O)(=O)c2ccc3oc(=O)ccc3c2)CC1 | -4 | 0.3 | 0 | -3 | 1 | 1 | 1 | -2 | -3
Brc1ccc2nc(N3CCN(c4ccccc4)CC3)sc2c1 | 0 | -1.0 | 3 | -2 | 0.96 | 1 | -10 | -4 | 4
COc1ccccc1C(=O)N/C(=C\c1ccc(Br)cc1)C(=O)NCCCO | -2 | -1.7 | -8 | 2 | 0.98 | 0.98 | -5 | 2 | 2
Cc1oc2ccc(O)cc2c1C(=O)c1ccccc1 | -5 | -0.9 | -4 | 3 | 0.91 | 0.97 | -11 | -1 | 9
CCC1(C)Cc2ccccc2-c2nc3n(c(=O)c21)CC(C(=O)O)S3 (centres undefined) | -1 | -2.4 | -10 | 1 | 0.94 | 0.99 | -4 | -1 | 6
C=CCOC(=O)C1=C(C)N=C2SCCC(=O)N2C1c1ccc(OC(=O)c2ccco2)cc1 (centres undefined) | -4 | -1.9 | 0 | 12 | 0.94 | 0.88 | -6 | -2 | 6
NC(=O)NC(Cc1ccccc1)C(=O)N1CCN(S(=O)(=O)c2ccc(Cl)cc2)CC1 (centres undefined) | -4 | -0.3 | 2 | -7 | 1.1 | 1.1 | -2 | -1 | -8
COC(=O)c1cc(C(=O)Nc2ccc(C)cn2)cc([N+](=O)[O-])c1 | -1 | 3.8 | 5 | 5 | 0.96 | 0.95 | 0 | 1 | 4
CC1CCN(CC(=O)Nc2cccc([N+](=O)[O-])c2)CC1 | -2 | -0.6 | -7 | 4 | 1.2 | 0.96 | -4 | -5 | -16
CC(=O)N(C1=C(N)C(=O)c2ccccc2C1=O)c1ccccc1 | -1 | 1.2 | -6 | -2 | 0.92 | 1 | -3 | -3 | 8
COCCCNC(=O)c1cn(CC(C)C)c(=O)c2c1c1ccccc1n2C | -1 | -1.1 | -6 | -2 | 1 | 1 | -4 | -2 | -3
Cc1ccc(O)c(CP(=O)(c2ccccc2)c2ccccc2)c1 | 0 | 2.5 | -5 | 6 | 0.93 | 0.94 | -6 | -1 | 7
Cc1cc(Cl)ccc1OC(C)C(=O)Nc1ccc(S(=O)(=O)N2CCOCC2)cc1 (centres undefined) | -1 | 0.9 | -6 | -18 | 1 | 1.2 | 0 | -3 | -2
COc1ccc(CCNC(=O)CCc2nnc(Cc3ccc4c(c3)OCO4)o2)c(OC)c1 | -2 | 1.3 | 26 | 4 | 0.92 | 0.95 | -7 | 2 | 8
COc1cc(/C=C/C(=O)OCC(=O)NCCc2ccccc2)ccc1OC(F)F | -1 | 0.4 | -13 | 0 | 1.1 | 0.99 | -4 | 5 | -13
Cc1nc2c(C#N)c(C)[nH]n2c(=O)c1Cc1ccccc1 | 7 | 0.2 | 10 | 2 | 1.2 | 0.98 | 3 | -3 | -18
CC(=O)OC(C)CS(=O)(=O)c1ccccc1 (centres undefined) | 3 | -0.4 | 3 | -10 | 1 | 1.1 | -3 | 1 | -2

(list continues)
SMILES | APOBEC3A inh | MPTP block | ATG4B inhibitor | mIAP inh | hIAP act | mIAP activ | A3G deaminase | MIN6 prolif | hIAP inh
CCOc1ccc2cc(C#N)c(SCC(=O)N3CCC(C)CC3)nc2c1 | -3 | 11 | -8 | 15 | 1 | 0.85 | -3 | -2 | 0
O=c1c(Cc2ccccc2O)c(O)nc2n1CCCS2 | -1 | -0.2 | -3 | 0 | 1 | 1 | 0 | 6 | -4
Cc1nc(SCC(=O)N2CC(=O)Nc3ccccc32)nc(C)c1C | -2 | -2.9 | 0 | -4 | 0.98 | 1 | -7 | 0 | 2
CCn1cc(/C=C(\NC(=O)c2cc(OC)c(OC)c(OC)c2)C(=O)N2CCN(C)CC2)c2ccccc21 | -6 | 5.6 | -7 | -1 | 0.82 | 1 | 3 | 0 | 18
O=C(COc1ccc(S(=O)(=O)NCc2ccccc2)cc1Cl)N1CCOCC1 | -2 | -0.8 | 8 | -1 | 0.97 | 1 | -9 | -2 | 3
COc1cccc(COC(=O)c2ccc3c(=O)n4c(nc3c2)CCC4)c1OC | 5 | 0.9 | -3 | 12 | 0.97 | 0.88 | -9 | -1 | 3
CCC(=O)N1CCc2cc(Br)cc(S(=O)(=O)NCCN3CCCCC3C)c21 (centres undefined) | 1 | 0.3 | -12 | 3 | 0.89 | 0.97 | -1 | -2 | 11
CCN(CC)S(=O)(=O)c1ccc(NN=C2CCN(C(C)C)CC2)c([N+](=O)[O-])c1 | 3 | 1.3 | 0 | 2 | 0.97 | 0.98 | -3 | 0 | 3
N#Cc1cc(O)c(-n2nnc3ccccc32)cc1C#N | 0 | 0.1 | 3 | 6 | 0.97 | 0.94 | -1 | 0 | 3
CCN1C(=O)c2cccc3c(NC(=O)c4cccc(N5C(=O)CCC5=O)c4)ccc1c23 | 0 | -0.5 | 2 | 5 | 1.1 | 0.95 | -2 | -3 | -5
CCOC(=O)N1CCN(C(=O)c2ccc3c(=O)n(CCc4ccccc4)c(=S)[nH]c3c2)CC1 | 4 | 1.0 | -16 | 29 | 0.99 | 0.71 | 2 | 0 | 1
NC(=O)COC(=O)CN1C(=O)C2CCCCC2C1=O (centres undefined) | 1 | -0.1 | -3 | 3 | 1.1 | 0.97 | 0 | -2 | -5
COc1ccc(/C(N)=N/OC(=O)CSc2ccccc2)cc1OC | 0 | -0.9 | 6 | 13 | 1.1 | 0.87 | -3 | 3 | -15
O=C(c1cc(-c2ccc(Cl)cc2)n[nH]1)N1CCc2ccccc2C1 | -4 | 0.5 | 0 | -11 | 1.7 | 1.1 | -7 | 0 | -71
CC1CCc2nc3ccccc3c(C(=O)OCC(=O)N(C)C3CCS(=O)(=O)C3)c2C1 (centres undefined) | 4 | 0.5 | -22 | 15 | 0.99 | 0.85 | -8 | -2 | 1
Cc1ccc(C(=O)CSc2nc3ccccc3o2)cc1 | -7 | -0.6 | 13 | 12 | 0.99 | 0.88 | -9 | 0 | 1
CCN(Cc1ccccc1)C(=O)C1CCN(c2ncnc3c2nc2n3CCCCC2)CC1 | -3 | -0.4 | 45* | 3 | 1 | 0.97 | -5 | 0 | -2
O=C(Cc1ccccc1)NCC(=O)OCC(=O)c1cccc([N+](=O)[O-])c1 | -1 | -0.1 | -13 | 18 | 0.93 | 0.82 | -5 | 2 | 7
CCCN(C(=O)c1ccc(-n2cncn2)c([N+](=O)[O-])c1)C1CCS(=O)(=O)C1 (centres undefined) | 3 | -0.1 | -38 | 0 | 0.99 | 1 | -5 | -2 | 1
CCCN1CCC(NCC(C)c2ccccc2)CC1 (centres undefined) | -2 | 0.9 | -3 | -2 | 1.1 | 1 | -2 | -1 | -13
O=C(COc1ccccc1)Nc1c2c(nn1-c1ccccc1)CS(=O)(=O)C2 | -1 | -0.3 | -4 | 3 | 1 | 0.97 | -6 | 2 | -2
CCOCCCNC(=O)/C(C#N)=C/c1cc(OC)c(O)c([N+](=O)[O-])c1 | 11 | 1.0 | -12 | 10 | 0.92 | 0.9 | -6 | -1 | 8
Cc1ccc(CNC(=O)c2c(-c3ccccc3Cl)noc2C)cc1 | -5 | 0.3 | 5 | -4 | 0.97 | 1 | -5 | 0 | 3
Cc1nc(NC(=O)c2ccc3c(c2)OCO3)ccc1Br | 1 | -0.2 | 6 | -14 | 0.98 | 1.1 | 0 | -1 | 2
CCOc1ccccc1C1NC(=O)NC(C)=C1C(=O)OC1CCCCC1 (centres undefined) | 0 | 0.9 | 4 | -10 | 0.87 | 1.1 | -1 | -3 | 13

Three of the entries above in order of the APOBEC3A inh value, largest number first:
| structure | APOBEC3A inh |
| --- | --- |
| NC(=O)COC(=O)CN1C(=O)C2CCCCC2C1=O (centres undefined) | 1 |
| O=C(COc1ccc(S(=O)(=O)NCc2ccccc2)cc1Cl)N1CCOCC1 | -2 |
| O=C(CSc1ncn[nH]1)Nc1nc(-c2ccccc2)ns1 | -3 |

Going on with the list:
SMILES | APOBEC3A inh | MPTP block | ATG4B inhibitor | mIAP inh | hIAP act | mIAP activ | A3G deaminase | MIN6 prolif | hIAP inh
COc1ccc(C)cc1S(=O)(=O)N(C)CC(=O)N1CCCCC1 | -2 | -0.4 | 5 | -1 | 0.95 | 1 | -5 | 0 | 5
O=C(NCCN1CCOCC1)c1ccc(CSCc2cccc(Cl)c2)o1 | -12 | 0.9 | -2 | -7 | 1.1 | 1.1 | -10 | -3 | -7
CCOC(=O)C1CCN(C(=O)C(=O)c2cn(CC(=O)N3CCCCCC3)c3ccccc23)CC1 | -5 | -0.3 | -7 | 10 | 0.92 | 0.9 | -8 | -6 | 8
Cc1nc2nc(N)nc(OCc3ccccc3)c2nc1C | -2 | 2.2 | -4 | -7 | 1.2 | 1.1 | -6 | 3 | -15
CCOc1ccccc1/C=N/Nc1nc2ccccc2o1 | -1 | 0.2 | -6 | -8 | 1.3 | 1.1 | -12 | 1 | -35
CCCc1c(C)nc2c(OC)cccc2c1SCC(=O)O | 2 | 0.2 | -5 | 0 | 0.97 | 1 | -3 | -3 | 3
COC(=O)C1CCN(S(=O)(=O)c2c(C)n(C)c(=O)n(C)c2=O)CC1 | 0 | -0.4 | 2 | -2 | 0.96 | 1 | -4 | 3 | 4
NC(=O)CC(NC(=O)Cc1cccc2ccccc12)c1ccc(NCCc2ccc(F)cc2)c([N+](=O)[O-])c1 (centres undefined) | -2 | -1.4 | -5 | 7 | 0.95 | 0.93 | -9 | -8 | 5
COC(=O)C1CN(S(=O)(=O)c2ccccc2)CCN1S(=O)(=O)c1ccccc1 (centres undefined) | -6 | 2.8 | -8 | 7 | 0.92 | 0.93 | -5 | -4 | 8
COc1ccc(C(=O)OCC(=O)NC2CC2)cc1S(=O)(=O)N(C)Cc1ccccc1 | 12 | -1.5 | -2 | 8 | 0.94 | 0.92 | -11 | 6 | 6
COCCNC(=O)/C(C#N)=C/C=C/c1ccccc1 | -7 | 1.0 | -7 | -8 | 1.1 | 1.1 | -5 | -4 | -10
Cc1[nH]c(=O)[nH]c1C(=O)CCCCC(=O)OCC(=O)Nc1ccccn1 | 1 | 0.2 | -7 | 5 | 0.88 | 0.95 | 2 | 1 | 12
